mIAP inh – blocks mouse intestinal alkaline phosphatase | purified mouse IAP, CDP-Star luminescence, 30 min | inhibition, % at 10 µM | hit rate 0.2% among 330,000;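 active = inhibition of at least 40% at 10 µM in the primary screen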;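 note: plate controls were DMSO with enzyme for no effect and no enzyme wells for full effect; values of inactives mirror those of a sister screen read the other way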
ATG4B inhibitor – inhibitors of human ATG4B cysteine protease; Q9Y4P1; ATG4B cleavage of LC3-PLA2, NBD-HPC fluorescence, 1 h; inhibition, % at 8.33 µM; hit rate 0.51% among 340,000; AID 504462; in the data active = inhibition above about 40%
Target sequence (Q9Y4P1 whole entry, looked up): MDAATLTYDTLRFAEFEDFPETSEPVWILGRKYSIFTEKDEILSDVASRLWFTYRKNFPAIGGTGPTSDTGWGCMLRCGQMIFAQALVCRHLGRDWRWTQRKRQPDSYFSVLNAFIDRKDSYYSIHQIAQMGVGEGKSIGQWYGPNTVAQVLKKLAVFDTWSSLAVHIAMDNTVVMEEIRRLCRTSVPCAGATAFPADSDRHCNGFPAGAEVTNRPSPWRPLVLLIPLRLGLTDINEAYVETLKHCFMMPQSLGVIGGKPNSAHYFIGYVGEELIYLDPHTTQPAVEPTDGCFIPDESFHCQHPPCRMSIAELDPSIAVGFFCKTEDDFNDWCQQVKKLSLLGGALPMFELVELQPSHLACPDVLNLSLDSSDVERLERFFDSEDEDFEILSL
TIM10 inh – inhibits growth of TIM10 yeast strain; S. cerevisiae TIM10 strain growth, BacTiter-Glo luminescence, 24 h; inhibition, % at 10 µM; hit rate 1.4% among 330,000;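 active = inhibition of 40% or more at the single tested concentration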;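 note: wild-type TIM10 isogenic control strain grown at permissive 25 °C; 0% = DMSO yeast wells and 100% = minimal medium wells without yeast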
NLRP3 yeast inh – NALP3 inhibition in yeast. Yeast reconstituted NLRP3/ASC/caspase-1, beta-gal luminescence, 24 h. inhibition, % at 10 µM. hit rate 0.39% among 330,000;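 active = inhibition of 50% or more; inactive = inhibition below 50%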;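 note: plate controls were induced DMSO wells for no effect and uninduced yeast grown without galactose for full effect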
Apaf-1 inh – inhibitors of human Apaf-1 apoptosome | O14727 | reconstituted apoptosome caspase-3 activity, DEVD-Rh110 fluorescence | inhibition, % at 20 µM | hit rate 0.71% among 330,000 | AID 489030; active = inhibition of at least 40% at 20 µM;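 note: plate controls were DMSO wells for no effect and DEVD-CHO caspase inhibitor wells for full effect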
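detection = Rh110 fluorescence intensity | test system = biochemical Apaf-1 apoptosome reconstitution | also added = cytochrome c and DEVD-Rh110 substrate | schedule = 30 min plus 50 min, RT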
tim10-1 inh – growth inhibitors of tim10-1 mutant yeast; S. cerevisiae tim10-1 ts strain growth, BacTiter-Glo, 24 h; inhibition, % at 20 µM; hit rate 2.2% among 330,000; AID 463190;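 active = inhibition of at least 40%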;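 note: mutant grown at 25 °C; 0% = DMSO wells with yeast and 100% = wells holding no yeast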
hIAP activ – human IAP activation; purified human IAP, CDP-Star luminescence, 30 min; stronger effect = higher value; 1 = vehicle-only enzyme, 0 = enzyme-free background; activation factor at 10 µM; hit rate 0.16% among 330,000;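 active = activation factor of the enzyme at least 2-fold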; note: the source names both 10 and 20 µM as test concentration; values of inactives mirror those of a sister screen read the other way
Target sequence (P09923 whole entry, looked up): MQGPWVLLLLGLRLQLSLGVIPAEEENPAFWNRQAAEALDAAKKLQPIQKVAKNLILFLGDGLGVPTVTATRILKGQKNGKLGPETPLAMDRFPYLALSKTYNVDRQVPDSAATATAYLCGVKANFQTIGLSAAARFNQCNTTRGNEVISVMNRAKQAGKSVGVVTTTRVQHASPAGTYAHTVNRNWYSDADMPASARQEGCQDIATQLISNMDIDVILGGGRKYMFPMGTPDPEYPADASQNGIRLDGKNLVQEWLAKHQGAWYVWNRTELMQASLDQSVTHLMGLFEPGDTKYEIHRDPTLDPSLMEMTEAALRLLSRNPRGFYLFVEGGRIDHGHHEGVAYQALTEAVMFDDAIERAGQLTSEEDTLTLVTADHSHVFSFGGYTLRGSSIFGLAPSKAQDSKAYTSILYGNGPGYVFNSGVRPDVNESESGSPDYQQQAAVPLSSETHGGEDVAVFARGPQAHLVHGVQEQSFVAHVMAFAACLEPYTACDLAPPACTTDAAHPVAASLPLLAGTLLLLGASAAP
mIAP activ – mouse IAP activation | muIAP, CDP-Star luminescence, 30 min; stronger effect = higher value; 1 = vehicle-only enzyme signal, 0 = enzyme-free wells | activation factor at 10 µM | hit rate 0.24% among 330,000 | AID 2805;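 active = activation factor of at least 2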; note: the source names both 10 and 20 µM as test concentration; values of inactives mirror those of a sister screen read the other way
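also added = chemiluminescent substrate CDP-Star | test system = mouse IAP enzyme | signal = chemiluminescence readout | compound = DMSO-dissolved test compounds | incubation = 30 min at room temperature | benchmarks = DMSO wells, no-enzyme wells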
hIAP block – blocks human intestinal alkaline phosphatase; P09923; purified IAP, CDP-Star luminescence, 30 min; inhibition, % at 10 µM; hit rate 0.12% among 330,000;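 active = inhibition reaching a set limit with compound at 10 µM in the primary screen, cut at about 35% in these data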;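 note: plate controls were DMSO wells with enzyme for no effect and no-enzyme buffer wells for full effect; values of inactives mirror those of a sister screen read the other way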
* marks the source's active call; other numbers are inactive results; / = no result given. Outcome played no part in choosing rows, and some 4.5% of all compounds hit somewhere here.

SMILES	mIAP inh	ATG4B inhibitor	TIM10 inh	NLRP3 yeast inh	Apaf-1 inh	tim10-1 inh	hIAP activ	mIAP activ	hIAP block
CCOCC(=O)N1CCN(c2ccc([N+](=O)[O-])cc2)CC1	8	-5	-24	-6	12	19	0.98	0.92	2
Cn1c(SCC(=O)Nc2cccc(F)c2)nnc1-c1cccnc1	15	5	-2	5	-4	1	1	0.85	0
CN(C)CCCn1c(SCC(=O)Nc2sc3c(c2C#N)CCCC3)nnc1-c1ccncc1	-8	5	-12	9	-1	-7	0.82	1.1	18
O=C(CSc1nnc(-c2ccccc2Br)o1)Nc1cccc2ccccc12	21	-14	-5	8	-3	8	1.1	0.79	-7
Cc1ccc(-n2ncc3c2CC(C)(C)CC3NC(=O)CCc2cnn(C)c2)cc1 (centres undefined)	0	0	15	4	2	29	0.96	0.99	4
O=C(CSc1nc2ccccc2c(=O)n1CCCN1CCOCC1)Nc1ccccc1OC(F)F	-6	-4	6	19	5	3	0.92	1.1	8
CCSc1nc2sc3c(c2c2nnc(SCC(=O)NCc4ccco4)n12)CCCC3	6	/	6	27	22	0	0.91	0.94	9
COc1ccc(C(=O)Nc2ccc(Cc3ccncc3)cc2)cc1Br	-2	-7	39	9	9	29	0.88	1	12
CCN(CC)C(=O)C[n+]1ccc(C(N)=O)cc1	1	-15	3	2	-4	9	1	0.99	-3
CC(C)(C)c1ccc(/C=C/C(=O)N2CCN(c3ncccn3)CC2)cc1	0	-6	29	22	6	43*	1.1	1	-6
CC(=O)O[C@H]1C[C@@H]2CC[C@@H]3[C@H](CC[C@@]4(C)[C@H]3C[C@H]([N+]3(C)CCCCC3)[C@@H]4OC(C)=O)[C@@]2(C)C[C@@H]1N1CCCCC1	-22	/	-1	17	-5	8	1	1.2	0
O=C(COC(=O)c1ccc[n+]([O-])c1)Nc1ccc([N+](=O)[O-])cc1C(F)(F)F	4	0	-1	14	-11	11	0.94	0.96	6
O=C(COc1ccccc1)N1CCN(C(=O)c2ccco2)CC1	-13	-8	0	25	-10	7	1	1.1	-1
CCOC(=O)NC(c1ccccc1)C1CCCCC1=O (centres undefined)	-1	-8	4	7	-5	11	1	1	-2
C/C=C(\C)C(=O)Nc1cccc(C2=NOC3(C2)C[C@H](C(N)=O)N(C(=O)CC#N)C3)c1 (some centres undefined)	4	-2	7	2	-3	-1	0.95	0.96	5
O=C(NC(=S)NCc1cccnc1)c1ccccc1F	-3	5	-10	11	1	-7	1.7	1	-68
Cc1cccc(NC(=O)N2CCCC2C(=O)NCc2cccs2)c1 (centres undefined)	3	-6	-8	-12	-2	-1	0.94	0.97	6
COc1ccc(N=C2S/C(=C\c3ccc(OCC(=O)O)cc3)C(=O)N2CCc2c[nH]c3ccccc23)cc1	0	26	2	22	26	25	0.94	1	6
O=c1ccn(-c2cccc(C(F)(F)F)c2)nc1-c1ccn(-c2cccc(Cl)c2)n1	3	-17	4	4	-5	10	0.8	0.97	20
COc1cccc(-c2cc(C(F)(F)F)nc(-n3cc(C)cn3)n2)c1	-12	-6	19	21	10	9	1	1.1	-1
CC(=O)c1ccc(C(=O)Nc2sc3c(c2C(N)=O)CCN(Cc2ccccc2)C3)cc1	5	/	-4	33	9	3	1	0.95	-2
Cc1ccccc1-c1cc(-c2ccccc2O)on1	33	28	5	1	-11	17	1.1	0.67	-11
CC(=O)NC12CC3CC(C1)CC(C(=O)N1CCN(C(=O)c4ccco4)CC1)(C3)C2	-1	-37	-3	7	-9	-12	0.84	1	16
O=C(NCc1ccco1)C12CN(Cc3ccccc3)CC1C(c1ccc([N+](=O)[O-])cc1)=NO2 (centres undefined)	4	-3	10	-1	14	14	0.83	0.96	17
CCCCOc1cccc(C(=O)Nc2ccc(NC(=O)c3cccs3)cc2)c1	4	-6	5	10	3	-30	1	0.96	-3
CC(=O)Nc1ccc(SCC(=O)O)cc1	-7	12	-13	-4	3	0	0.98	1.1	2
Cc1ccc(C2=CSC3=NS(=O)(=O)CCN23)cc1	-13	8	4	-6	-9	1	1.1	1.1	-10
CCC(CC)C(=O)N(CCc1ccc(OC)cc1)Cc1nc2ccccc2c(=O)[nH]1	3	-7	19	21	1	17	1.1	0.97	-13
CC(C)C(=O)NC(c1ccc(N(C)C)cc1)c1c(O)ccc2ccccc12 (centres undefined)	5	2	-16	11	-5	-5	1.1	0.95	-5
CC(C)CN(C(=O)COC(=O)c1cc2c(s1)CCC2)C1CCS(=O)(=O)C1 (centres undefined)	2	-15	-2	11	15	6	1	0.98	-3
CCCC(C)C(=O)N(Cc1ccccc1)c1ccccn1 (centres undefined)	9	7	19	-5	-7	1	1	0.91	-2
Cc1ccccc1-c1nsc(SCC(=O)c2ccc(Cl)cc2)n1	2	20	-3	18	25	5	0.92	0.98	8
Cc1ccc(NC(=O)CN(C)CC(=O)Nc2ccccc2C(=O)Nc2ccccc2)cc1	-8	-8	15	13	21	9	1	1.1	-4
CCN(CC(=O)NCc1ccc(F)cc1)C(=O)c1cccnc1SC	0	-8	13	-9	8	-21	0.98	1	2
Cc1c(/C=N\NC(=O)c2ccc(F)cc2)cnn1C	6	-4	7	5	-14	10	1.9	0.94	-89
COc1ccc(C2C3=C(CC(c4ccco4)CC3=O)Nc3ccccc3N2C(C)=O)cc1 (centres undefined)	4	-4	6	20	4	9	1.1	0.96	-14
CCOCCCNC(=O)COC(=O)/C=C/c1ccc(S(=O)(=O)N2CCc3ccccc32)cc1	6	-17	19	12	5	30	0.93	0.94	7
COc1cc(/C=C(\CCC(=O)O)c2nc3ccccc3s2)ccc1OCC(=O)Nc1c(Cl)cccc1Cl	2	-6	10	15	1	12	0.89	0.98	11
COc1cc(C(=O)Nc2nnc(CC(=O)N3CCOCC3)s2)cc(OC)c1OC	-6	-7	15	12	0	-2	1.2	1.1	-16
CN1CCN(C(=O)c2ccccc2NC(=O)Cc2ccccc2)CC1	-14	3	1	-5	0	-3	1.1	1.1	-7
OCCCCNCc1cc(Br)ccc1OCc1ccccc1	-5	-6	18	10	6	-2	1.1	1	-7
C#CCONC(=O)c1cc(OCC(F)(F)F)ccc1OCC(F)(F)F	6	-1	6	12	-3	0	0.98	0.94	2
Cn1c(=O)cc(SCC(=O)NCCC2=CCCCC2)c2ccccc21	5	-4	6	16	-7	19	0.95	0.95	5
CC(C)NOC(=O)c1ccc(Cl)cc1	-4	-13	-10	18	4	10	1	1	-1
CCS(=O)(=O)n1nc(-c2ccc(OC)cc2)nc1SC	-2	-3	-3	19	1	-4	0.89	1	11
Cc1nonc1NC(=O)CSc1nc2cc(Cl)ccc2c2c1CCCC2	7	4	17	2	8	9	0.91	0.93	9
O=C(CC(=O)c1cccc([N+](=O)[O-])c1)Nc1ccccc1Cl	-1	-7	18	-10	-1	27	1.2	1	-21
CCc1nc(-c2ccc(OC)c(OC)c2)cc2cc(OC)c(OC)cc12	1	-8	20	25	-4	17	1	0.99	0
O=C(Nc1ccc(C(=O)O)cc1)/C(=C\C=C\c1ccccc1)NC(=O)c1ccccc1Br	-7	-7	0	8	2	3	0.9	1.1	10
Cc1cc(Cl)n2nc(C)c(-c3ccc(Cl)cc3)c2n1	8	-1	14	6	-1	35	0.99	0.92	1
CC(C)C(NS(=O)(=O)c1ccc2c(c1)oc(=O)n2C)C(=O)N1CCN(c2ccccc2F)CC1 (centres undefined)	-7	-9	13	0	4	-7	1.1	1.1	-7
Cc1nc2nc(C)c(CCC(=O)NC3CCCCC3)c(C)n2n1	1	-6	-10	6	5	-1	1	0.99	-2
O=C1Nc2ccccc2C(=O)C1(Cl)Cc1ccccc1 (centres undefined)	-2	-3	6	14	2	33	0.99	1	1
CCOc1ccc(-n2c(-c3ccccc3)c[nH]c2=S)cc1	-1	5	17	59*	13	7	1.4	1	-43
O=C(O)CCn1c(-c2ccccn2)nc2ccccc21	1	0	-1	3	-16	-15	1	0.99	-1
C=CC[C@H](CC(=O)N[C@H](CO)Cc1ccccc1)C(=O)N[C@H](COC(=O)[C@H](CC=C)CC(=O)OC(C)(C)C)Cc1c[nH]c2ccccc12	6	-2	-6	23	8	-10	0.96	0.94	4
O=c1[nH]n2cc(-n3cc([N+](=O)[O-])cn3)cnc2c1Br	0	-3	8	25	-4	7	1.1	1	-8
Cn1ncc(Cl)c1C(=O)N1CCCc2ccccc21	3	6	8	3	14	23	1	0.97	-1
CCCCc1c(C)nc2ccc(C(=O)OCC)cc2c1Cl	-14	8	5	25	17	0	0.99	1.1	1
COc1ccc(NC(=O)N(C)C[C@H]2Oc3ccc(NC(=O)Nc4c(C)noc4C)cc3C(=O)N([C@H](C)CO)C[C@@H]2C)cc1	-1	-6	-7	9	-10	2	0.93	1	7

In the list so far, these have a cyano group.
SMILES	mIAP inh	ATG4B inhibitor	TIM10 inh	NLRP3 yeast inh	Apaf-1 inh	tim10-1 inh	hIAP activ	mIAP activ	hIAP block
CN(C)CCCn1c(SCC(=O)Nc2sc3c(c2C#N)CCCC3)nnc1-c1ccncc1	-8	5	-12	9	-1	-7	0.82	1.1	18
C/C=C(\C)C(=O)Nc1cccc(C2=NOC3(C2)C[C@H](C(N)=O)N(C(=O)CC#N)C3)c1 (some centres undefined)	4	-2	7	2	-3	-1	0.95	0.96	5

New compounds follow:
SMILES	mIAP inh	ATG4B inhibitor	TIM10 inh	NLRP3 yeast inh	Apaf-1 inh	tim10-1 inh	hIAP activ	mIAP activ	hIAP block
Cc1ccccc1OC1=NS(=O)(=O)c2ccccc21	-1	-2	1	-22	-5	0	0.96	1	4
COc1nc(N(C)C)nc(-n2nnc(C(C)=O)c2C)n1	2	-4	-6	-14	3	10	1.1	0.97	-10
COCCn1c(SCC(=O)Nc2ccc(C)cc2C)nc2c(oc3ccccc32)c1=O	-4	7	8	1	4	4	1.1	1	-7
CCc1nc(SCC(=O)Nc2cccc(C(F)(F)F)c2)c2c(=O)n(C)c(=O)n(C)c2n1	-3	-6	3	11	17	6	1.2	1	-20
COc1ccc(C(=O)Nc2ccc(N3CCN(Cc4ccccc4)CC3)cc2)cc1	5	-5	2	9	8	-4	0.86	0.95	14
CC(OC(=O)CCN=C1NS(=O)(=O)c2ccccc21)C(=O)NCc1ccccc1 (centres undefined)	-2	-7	-6	9	-1	-8	0.99	1	1
Cc1nc2ccc(NS(=O)(=O)c3ccc(Br)cc3)cc2s1	-4	-8	17	21	6	10	0.77	1	23
CC(=O)NC1=NN(C(C)=O)C2(S1)C(=O)N(C(C)=O)c1ccc(C)cc12 (centres undefined)	3	-15	3	1	-23	13	0.81	0.97	19
Cc1cccc(C)c1NC(=O)C1CSC2(C)CCC(=O)N12 (centres undefined)	-2	4	6	24	0	6	1.1	1	-8
COc1cccc(CC2(CO)CCN(S(=O)(=O)c3ccc(OC)cc3OC)CC2)c1	-7	11	2	5	3	13	1.3	1.1	-27
Cc1cc(C)cc(-n2nnc(C(=O)NCc3ccc(Cl)cc3)c2N)c1	4	-9	-2	17	15	7	0.91	0.95	9
Cn1c(SCC(=O)NNC(=O)c2ccccc2)nnc1C(F)(F)F	-3	-1	-1	24	-97	-8	0.9	1	10
Cc1ccc(C)c2sc(NC(=O)CN3C(=O)CCC3=O)nc12	-5	-10	-4	-12	2	-2	1	1	-1
COc1ccc(C)cc1NC(=O)CCS(=O)(=O)c1cc2c(cc1Cl)NC(=O)CO2	-4	2	1	16	5	-2	0.83	1	17
COC(=O)COc1ccc(S(=O)(=O)NC2CCCCCC2)cc1	-12	-4	7	6	3	30	0.98	1.1	2
COc1ccccc1NS(=O)(=O)c1cc(C(=O)N2CCCC2)ccc1C	8	2	13	11	-6	8	0.99	0.92	1
